Assay outcomes as filed in PubChem.
PLK1 PBD block: PLK1 (human) polo-box domain binding inhibition | Plk1 PBD binding of FITC phosphopeptide, fluorescence polarization | Potency, µM, for inactives: max response, negative = inhibition, usual class: inhibitors | actives 2.8% (n = 360,000) | AID 720504; note: potency is the fitted concentration of half-maximal effect; series mostly up to about 57 µM; % is set by controls: 0 for no effect and ±100 for the full control effect; nearly all actives have a fitted effect of over 65% in size
GLP-1R inv ag: GLP-1 receptor (human) inverse agonism. P43220. HEK293 GLP-1R CRE-luciferase, luminescence, 24 h; GLP-1R form is constitutively active. Potency, µM (highest dose often 38.3 µM), without a hit: top-dose activity change, negative = inhibition, usual class: inhibitors. actives 1.6% (n = 410,000). AID 624417; note: potency is the fitted concentration of half-maximal effect; % is set by controls: 0 for no effect and ±100 for the full control effect; nearly all actives have a fitted effect of over 55% in size
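Stable HEK293 clone (constitutively active GLP-1R + cAMP-response luciferase); 200 cells/uL plated, 12 h pre-culture, compound 24 hr, 37 deg C/5% CO2; detection reagent 12 min RT; luminescence.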
IL-2 act: activates IL-2 in a cell-based reporter assay; actives 0.065% (n = 360,000); AID 652025; IL-2 activation reporter assay, cell-based qHTS; stimulated with anti-CD3/CD4/CD28 beads; in transgenic mouse T cells; activation, % (series mostly up to about 46 µM); in the data active = activation above about 50%; inconclusive = mostly about 30% to 49%; note: 0% is about no effect
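Quantitative HTS in unstimulated transgenic mouse T cells, with memory T cells as non-tolerant control and PMA/ionomycin as tolerance-bypass control. Compound pretreatment lasted 60 minutes before 18 h bead stimulation; EGFP/DsRed fluorescence read.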
GLP1R cytotox: cytotoxicity in counter-screen for GLP-1R inverse agonists | HEK293 cAMP-luciferase reporter cells, luminescence, 24 h | Potency, µM (series often up to 38.3 µM), for inactives: at the top dose activity change, negative = inhibition, actives largely listed as inhibitors | actives 0.13% (n = 410,000);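 note: loss of luciferase light is scored as toxicity; potency is the fitted concentration of half-maximal effect; % is set by controls: 0 for no effect and ±100 for the full control effect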
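Compound-treated cells are incubated 24 hr at 37 deg C under 5% CO2 after a 12 hour attachment period, then luciferase detection reagent is added and luminescence is measured following 12 min at room temperature; lowered signal indicates toxicity.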
GLP1R ag: GLP-1 receptor (human) agonism; Potency, µM (doses to about 45.6 µM), without a hit: at the top dose activation, hits mostly activators; actives 0.007% (n = 380,000); HEK293 GLP-1R CRE-luciferase, luminescence, 4-6 h; cells express a hypersensitive GLP-1R form; AID 624172; note: potency is the fitted concentration of half-maximal effect; % of control where 0% means no effect
PI5P4Ka inh: blocks human PI5P4K alpha kinase activity | PI5P4Kalpha enzyme, ADP-Glo luminescence, 60 min; hits give low values | max response, % | actives 1.2% (n = 330,000) | AID 652105; active = max response of -50% or lower; inconclusive = between -30% and -50%; inactive = -30% or higher; note: value at the top dose of about 77 µM; % is set by controls: 0 for no effect and ±100 for the full control effect
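ADP-Glo luminescence end-point after a 60 min room-temperature kinase reaction. PI5P4Kalpha and substrate in HEPES pH 7.4 buffer with EGTA, 0.1% CHAPS and 5% DMSO; ATP at 5 microM final.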
DRD3 agonist: agonists of human D3 dopamine receptor; P35462; D3R DiscoveRx beta-arrestin cells, luminescence, 90 min; max activation, %; actives 0.58% (n = 410,000); in the data active = max activation above about 30%; note: 0% is about no effect; mostly tested at two doses, the higher about 12 µM
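Agonist mode: compounds and dopamine controls were applied to plated cells for 90 min at 37 degrees C after an overnight attachment at 1500 cells/well. Luminescent read-out followed 30 - 60 minutes at room temperature with DiscoveRx detection reagent.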
WRN inhibitor: WRN helicase (human) inhibition. Q14191. actives 0.46% (n = 360,000). Potency, µM (titrated, usually from 114 µM), for inactives: top-dose activity change, negative = inhibition, most hits filed as inhibitors. WRN helicase unwinding, fluorescent forked duplex, kinetic; note: potency is the fitted concentration of half-maximal effect; % is set by controls: 0 for no effect and ±100 for the full control effect; nearly all actives have a fitted effect of over 55% in size
Target sequence (Q14191 whole entry, looked up): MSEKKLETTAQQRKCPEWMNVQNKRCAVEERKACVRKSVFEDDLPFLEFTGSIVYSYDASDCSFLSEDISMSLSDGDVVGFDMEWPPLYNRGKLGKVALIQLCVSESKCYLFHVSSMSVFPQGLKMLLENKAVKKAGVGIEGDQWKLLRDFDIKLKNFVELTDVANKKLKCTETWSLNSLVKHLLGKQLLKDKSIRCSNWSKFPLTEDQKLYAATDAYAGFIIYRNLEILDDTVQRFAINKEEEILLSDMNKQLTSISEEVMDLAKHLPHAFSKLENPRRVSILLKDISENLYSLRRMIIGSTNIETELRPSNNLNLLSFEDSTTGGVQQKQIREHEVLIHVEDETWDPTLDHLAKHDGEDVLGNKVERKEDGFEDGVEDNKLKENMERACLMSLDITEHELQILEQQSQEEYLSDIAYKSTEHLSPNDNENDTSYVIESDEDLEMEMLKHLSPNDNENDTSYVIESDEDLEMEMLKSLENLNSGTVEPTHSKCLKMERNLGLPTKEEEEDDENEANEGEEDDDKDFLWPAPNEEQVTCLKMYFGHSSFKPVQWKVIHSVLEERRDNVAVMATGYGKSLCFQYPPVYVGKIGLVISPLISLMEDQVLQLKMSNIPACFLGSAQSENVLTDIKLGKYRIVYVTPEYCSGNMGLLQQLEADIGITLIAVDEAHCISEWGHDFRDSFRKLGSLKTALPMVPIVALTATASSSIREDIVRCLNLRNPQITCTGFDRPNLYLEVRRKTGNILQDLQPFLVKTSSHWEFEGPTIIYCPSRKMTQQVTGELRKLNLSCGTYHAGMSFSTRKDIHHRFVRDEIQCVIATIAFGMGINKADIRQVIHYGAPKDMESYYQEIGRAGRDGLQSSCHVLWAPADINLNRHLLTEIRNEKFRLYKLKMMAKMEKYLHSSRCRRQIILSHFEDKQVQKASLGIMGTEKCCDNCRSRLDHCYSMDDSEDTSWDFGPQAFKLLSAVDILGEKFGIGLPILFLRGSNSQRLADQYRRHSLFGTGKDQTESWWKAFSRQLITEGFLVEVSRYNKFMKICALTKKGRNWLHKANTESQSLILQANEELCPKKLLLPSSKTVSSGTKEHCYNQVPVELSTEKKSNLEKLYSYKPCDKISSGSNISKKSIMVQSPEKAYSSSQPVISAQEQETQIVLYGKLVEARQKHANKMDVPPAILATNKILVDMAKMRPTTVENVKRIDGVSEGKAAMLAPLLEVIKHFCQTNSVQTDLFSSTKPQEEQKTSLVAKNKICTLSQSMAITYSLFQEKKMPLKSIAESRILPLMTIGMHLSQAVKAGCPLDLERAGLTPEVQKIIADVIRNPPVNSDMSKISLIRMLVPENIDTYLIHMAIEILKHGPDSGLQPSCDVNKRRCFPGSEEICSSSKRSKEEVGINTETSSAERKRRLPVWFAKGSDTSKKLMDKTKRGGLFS
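Kinetic fluorescence helicase assay: unwinding of a quenched forked DNA duplex (100 nM final) with 2 mM ATP final raises red fluorescence (525/598 nm). Compounds sat 15 min at room temperature with 20 nM WRN beforehand.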
DRD3 antagonist: antagonists of human D3 dopamine receptor. P35462. D3R cells, DiscoveRx beta-arrestin luminescence, antagonist mode; hits give low values. max response, negative = inhibition, %. actives 2.5% (n = 360,000); in the data active = max response below about -50%; inconclusive = no clear call, values can overlap the other calls; note: % is set by controls: 0 for no effect and ±100 for the full control effect; mostly tested at two doses, the higher about 12 µM
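Cells expressing the human receptor were seeded at 1500 cells/well, incubated overnight at 37 degrees C in 5% CO2, then exposed to library compounds with dopamine controls for 90 minutes at 37 degrees C before luminescent detection.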
* marks the source's active call; other numbers are inactive results; [ ] = another dose, or the depositor's remark. Unless noted, calls come from the whole dose curve; as a rule, active = well fitted curve in the direction sought with a large enough effect; inconclusive = small, poorly fitted or top-dose-only effect, or another doubt; inactive = no such curve, though single readings can be large; an effect the other way counts as inactive or inconclusive.

Screening CCOc1cccc(/C(O)=C2/C(=O)C(=O)N(Cc3cccnc3)C2c2ccco2)c1 (stereo unspecified) returned PLK1 PBD block -15%, GLP-1R inv ag 0%, IL-2 act -0.7, GLP1R cytotox 1%, GLP1R ag 2%, DRD3 agonist -1, WRN inhibitor -4% and DRD3 antagonist -5.
`O=C(CN1CCc2ccccc2C1)Nc1cccc(S(=O)(=O)N2CCCC2)c1` gave PLK1 PBD block 2%, GLP-1R inv ag 8%, IL-2 act -2.9, GLP1R cytotox 6%, GLP1R ag 7%, PI5P4Ka inh 2, DRD3 agonist 7, WRN inhibitor -6% and DRD3 antagonist -5.
For COc1cccc2cc(C(=O)Nc3ccccc3C(=O)N3CCOCC3)oc12 the results were PLK1 PBD block -5%, GLP-1R inv ag -37%, IL-2 act -1.3, GLP1R cytotox 24%, GLP1R ag 11%, PI5P4Ka inh 0, DRD3 agonist 1, WRN inhibitor -13% and DRD3 antagonist -3.
Screening Cc1cc(C(F)(F)F)c2c(=O)[nH]c(=O)n(Cc3ccccc3)c2n1 returned PLK1 PBD block -3%, GLP-1R inv ag -3%, IL-2 act -1.0, GLP1R cytotox -2%, GLP1R ag 11%, PI5P4Ka inh -7, DRD3 agonist 5, WRN inhibitor 2% and DRD3 antagonist 2.
For O=c1[nH]c2cc3c(cc2cc1C(c1nnnn1CC1CCCO1)N1CCCC1)OCO3 (stereo unspecified) the results were PLK1 PBD block 2%, GLP-1R inv ag 0%, IL-2 act 8.4, GLP1R cytotox 3%, GLP1R ag 18%, DRD3 agonist 1, WRN inhibitor -8% and DRD3 antagonist -8.
For Cc1ccc(N(CC(=O)N/N=C/c2cccs2)S(C)(=O)=O)cc1Cl the results were PLK1 PBD block 1%, GLP-1R inv ag inconclusive, IL-2 act 0.8, GLP1R cytotox -15%, GLP1R ag 2%, PI5P4Ka inh -4, DRD3 agonist 8, WRN inhibitor -2% and DRD3 antagonist -5.
For C=CCN(CC=C)c1nc2ccccc2nc1C(C#N)C(=O)OC(C)C (stereo unspecified) the results were PLK1 PBD block -18%, GLP-1R inv ag inconclusive, IL-2 act -3.6, GLP1R cytotox 76%[activator], GLP1R ag 1%, PI5P4Ka inh 1, DRD3 agonist -1, WRN inhibitor inconclusive and DRD3 antagonist -4.
For O=C(NCc1ccc(F)cc1)C1CCCN1C(=O)NCc1ccccc1 (stereo unspecified) the results were PLK1 PBD block -9%, GLP-1R inv ag 16%, IL-2 act -1.5, GLP1R cytotox 13%, GLP1R ag -16%, PI5P4Ka inh -5, DRD3 agonist -4, WRN inhibitor -4% and DRD3 antagonist -1.
For CCOC(=O)CSC1=N/C(=C\c2ccc(OC)c(OC)c2)C(=O)N1C the results were PLK1 PBD block 11%, GLP-1R inv ag 38%[activator], IL-2 act 1.1, GLP1R cytotox -25%, GLP1R ag 28%, PI5P4Ka inh -8, DRD3 agonist -10, WRN inhibitor 6% and DRD3 antagonist 12.
Cc1cccc(C)c1NC(=O)CN(C)C(=O)c1cc([N+](=O)[O-])ccc1N1CCOCC1 was read as PLK1 PBD block -25%, GLP-1R inv ag 2%, IL-2 act -2.4, GLP1R cytotox -26%, GLP1R ag -4%, PI5P4Ka inh -3, DRD3 agonist -5, WRN inhibitor -32% and DRD3 antagonist -11.
`CC(=O)N[C@@H](Cc1c[nH]c2ccccc12)C(=O)NC1CC1` gave PLK1 PBD block -11%, GLP-1R inv ag 2%, IL-2 act -0.2, GLP1R cytotox 2%, GLP1R ag 0%, PI5P4Ka inh -3, DRD3 agonist 4, WRN inhibitor 4% and DRD3 antagonist 0.
`COCCNC(=O)C(=O)N/N=C(\C)CC(=O)Nc1ccc2c(c1)OCO2` gave PLK1 PBD block -9%, GLP-1R inv ag -28%, IL-2 act -2.0, GLP1R cytotox -2%, GLP1R ag 3%, PI5P4Ka inh -9, DRD3 agonist -3, WRN inhibitor -1% and DRD3 antagonist -19.
For O=C(COC(=O)c1ccccc1Sc1ccc(C(F)(F)F)cc1[N+](=O)[O-])NC(=O)NC1CCCC1 the results were PLK1 PBD block -1%, GLP-1R inv ag inconclusive, IL-2 act -6.4, GLP1R cytotox 0%, GLP1R ag -3%, PI5P4Ka inh -4, DRD3 agonist -2, WRN inhibitor -1% and DRD3 antagonist -7.
For Cc1cc(C)c2nc(Nc3nc(-c4ccccc4)cc(=O)[nH]3)nc(C)c2c1 the results were PLK1 PBD block -12%, GLP-1R inv ag 61%[activator], IL-2 act -0.9, GLP1R cytotox 5%, GLP1R ag 9%, PI5P4Ka inh -7, DRD3 agonist 9, WRN inhibitor 5% and DRD3 antagonist 0.
For Cc1cc2c(cc1S(=O)(=O)CCC(=O)N1CC(C)CC(C)C1)OCC(=O)N2 (stereo unspecified) the results were PLK1 PBD block -8%, GLP-1R inv ag 12%, IL-2 act 2.0, GLP1R cytotox 1%, GLP1R ag 8%, PI5P4Ka inh -1, DRD3 agonist -3, WRN inhibitor 4% and DRD3 antagonist 15.
Screening Cc1ccc(S(=O)(=O)CCc2nc3ccccc3n2CCC#N)cc1 returned PLK1 PBD block -7%, GLP-1R inv ag inconclusive, IL-2 act -0.9, GLP1R cytotox -19%, GLP1R ag 0%, PI5P4Ka inh 1, DRD3 agonist -2, WRN inhibitor 3% and DRD3 antagonist -6.
C=CCn1c(=O)c(C(=O)Nc2ccccc2C)c(O)c2ccccc21 was read as PLK1 PBD block -15%, GLP-1R inv ag 1%, IL-2 act -0.1, GLP1R cytotox -1%, GLP1R ag -1%, PI5P4Ka inh 9, DRD3 agonist -6, WRN inhibitor -6% and DRD3 antagonist 21.
Screening Cc1ccc(OCCNC(=O)c2ccc(COc3ccccc3)o2)cc1 returned PLK1 PBD block -2%, GLP-1R inv ag inconclusive, IL-2 act -3.6, GLP1R cytotox -1%, GLP1R ag 5%, PI5P4Ka inh -3, DRD3 agonist -4, WRN inhibitor 8% and DRD3 antagonist 0.
For Cc1cc(C)n(C(=O)c2ccc(S(=O)(=O)NCC3CCCO3)cc2)n1 (stereo unspecified) the results were PLK1 PBD block -22%, GLP-1R inv ag 9%, IL-2 act -0.7, GLP1R cytotox 6%, GLP1R ag -4%, PI5P4Ka inh -20, DRD3 agonist -11, WRN inhibitor -7% and DRD3 antagonist -4.
For Cc1cccc(NC(=S)N(CCN2CCOCC2)Cc2cc3cc4c(cc3[nH]c2=O)OCO4)c1 the results were PLK1 PBD block -8%, GLP-1R inv ag 8%, IL-2 act -0.3, GLP1R cytotox 16%, GLP1R ag 11%, PI5P4Ka inh -6, DRD3 agonist -2, WRN inhibitor 7% and DRD3 antagonist -9.
CC(C)(C)c1cc(-c2nc(N)nc(N)n2)c(O)c(C(C)(C)C)c1 was read as PLK1 PBD block -7%, GLP-1R inv ag inconclusive, IL-2 act -0.5, GLP1R cytotox -28%, GLP1R ag 0%, PI5P4Ka inh 64, DRD3 agonist 48*, WRN inhibitor -14% and DRD3 antagonist 0.
For CCCCC(=O)NC(=S)Nc1cccc(NC(=O)c2ccco2)c1 the results were PLK1 PBD block -4%, GLP-1R inv ag -14%, IL-2 act -2.5, GLP1R cytotox -14%, GLP1R ag -4%, PI5P4Ka inh -6, DRD3 agonist 1, WRN inhibitor -15%[57.1 µM] and DRD3 antagonist 5.
`COc1ccc(NC(=O)c2cc(-c3ccco3)on2)c(OC)c1` gave PLK1 PBD block -3%, GLP-1R inv ag 30%[activator], IL-2 act 15, GLP1R cytotox 17%, GLP1R ag 3%, PI5P4Ka inh -2, DRD3 agonist 6, WRN inhibitor -5% and DRD3 antagonist 3.
Screening O=C(CCCCCN1C(=O)[C@@H]2Cc3ccccc3CN2C1=O)N[C@@H](Cc1ccc(O)cc1)C(=O)O returned PLK1 PBD block -12%, GLP-1R inv ag -6%, IL-2 act 0.0, GLP1R cytotox -1%, GLP1R ag -3%, PI5P4Ka inh 7, DRD3 agonist -24, WRN inhibitor 1% and DRD3 antagonist -13.
`COc1ccccc1OCC(=O)N(Cc1nnc(-c2ccccc2Cl)o1)C1CC1` gave PLK1 PBD block -2%, GLP-1R inv ag -1%, IL-2 act -3.6, GLP1R cytotox -2%, GLP1R ag 11%, PI5P4Ka inh 5, DRD3 agonist 16, WRN inhibitor 5% and DRD3 antagonist 10.
CN1OC[C@@H]2CN(C(=O)C(C)(C)C)[C@H](c3cccc(-c4ccccc4)c3)C[C@@H]21 was read as PLK1 PBD block -5%, GLP-1R inv ag 6%, IL-2 act -0.4, GLP1R cytotox 1%, GLP1R ag 6%, PI5P4Ka inh -2, DRD3 agonist 6, WRN inhibitor 10% and DRD3 antagonist 0.
Screening Clc1ccc(Cl)c(OCc2cc(-c3ccccc3Cl)on2)c1 returned PLK1 PBD block -8%, GLP-1R inv ag 7%, IL-2 act 0.2, GLP1R cytotox -3%, GLP1R ag 10%, PI5P4Ka inh 16, DRD3 agonist 3, WRN inhibitor -6% and DRD3 antagonist 11.
CCn1c(Cc2ccccc2)nnc1SCC(=O)Nc1cc(C)on1 was read as PLK1 PBD block -2%, GLP-1R inv ag 0%, IL-2 act -0.9, GLP1R cytotox 1%, GLP1R ag -4%, DRD3 agonist 1, WRN inhibitor 9% and DRD3 antagonist 16.
`C=CCC1S/C(=N/N=C/c2cccs2)NC1=O` (stereo unspecified) gave PLK1 PBD block 2%, GLP-1R inv ag 6%, IL-2 act 0.9, GLP1R cytotox inconclusive, GLP1R ag 4%, PI5P4Ka inh -3, DRD3 agonist 3, WRN inhibitor -5% and DRD3 antagonist 21.
Screening Cc1cccc(NC(=O)COc2ccccc2)c1 returned PLK1 PBD block 2%, GLP-1R inv ag -1%, IL-2 act -2.4, GLP1R cytotox -6%, GLP1R ag inconclusive, DRD3 agonist 21, WRN inhibitor -6% and DRD3 antagonist 17.
